TRPM1 prom inh – MITF TRPM1 promoter inhibition in SK-MEL-5 cells; SK-MEL-5 TRPM1 promoter luciferase, 24 h; inhibition, % at 12.5 µM; 330,000 tested, 0.83% active;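 active means mean inhibition across replicates of 60% or more, whatever share of single replicates reaches that level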; further: values of inactives mirror those of a sister screen read the other way
NR2E3 ag-1 – human photoreceptor-specific nuclear receptor agonism; 360,000 tested, 0.35% active; CHO-S Gal4-NCOR/VP16-NR2E3 two-hybrid, luciferase; Q9Y5X4; AID 602229; inhibition of corepressor binding, % at 3.98 µM;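 active means inhibition above the mean of all tested compounds plus 3 SD, cut at about 70% in these data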;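 further: 0% = DMSO with NR2E3 transfected cells and 100% = cells lacking NR2E3 construct; higher means lower luciferase signal from less NR2E3 corepressor binding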
Target sequence (Q9Y5X4 whole entry, looked up, the tested form may be a part): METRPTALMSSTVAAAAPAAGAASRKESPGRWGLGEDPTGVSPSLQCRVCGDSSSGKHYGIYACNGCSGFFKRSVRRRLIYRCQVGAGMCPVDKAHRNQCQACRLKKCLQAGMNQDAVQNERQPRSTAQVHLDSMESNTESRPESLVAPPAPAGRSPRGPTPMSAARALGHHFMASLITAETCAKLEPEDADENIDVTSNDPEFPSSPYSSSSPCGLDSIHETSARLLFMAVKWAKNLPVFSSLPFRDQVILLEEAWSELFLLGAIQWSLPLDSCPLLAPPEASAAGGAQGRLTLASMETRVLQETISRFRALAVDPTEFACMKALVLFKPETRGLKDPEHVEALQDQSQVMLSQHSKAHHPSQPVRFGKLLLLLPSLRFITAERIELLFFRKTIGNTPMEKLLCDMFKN
hiPSC survival – enhancers of human iPSC single-cell survival. hiPSC single-cell survival, ATPlite luminescence; 100% = ROCK inhibitor wells, 0% = DMSO. 360,000 tested, 0.044% active. survival enhancement, % at 20 µM; in the data active means survival enhancement above about 18%;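 further: cells exposed to compounds for 16 hours before the ATP read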
CF NFkB block – inhibitors of cystic fibrosis induced NF-kB | KKLEB NF-kB-GFP reporter, PAF-induced, GFP fluorescence overnight | inhibition, % at 5 µM | 360,000 tested, 0.86% active | AID 588850;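 active means at least 50% inhibition at 5 µM, scaled per plate between neutral and stimulator controls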;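 further: PAF is a Pseudomonas aeruginosa culture filtrate used as stimulus; plate controls were PAF-stimulated DMSO wells for no effect and unstimulated DMSO wells for full effect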
NR2E3 ag-2 – NR2E3 (human) agonism; AID 2300; inhibition of corepressor binding, % at 4.78 µM; 320,000 tested, 0.12% active; GST-NR2E3/biotin-RetCOR TR-FRET, 1536-well;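 active means percent inhibition above the cutoff of mean plus 3 SD of all tested compounds, set per screening campaign, cut at about 20% in these data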;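 further: 0% = DMSO wells and 100% = biotin wells as full block of FRET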
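System: GST-NR2E3 and biotin-RetCOR proteins; probe or stimulus: 7 nM biotin-RetCOR; doses: compound at 4.8 µM, single dose; schedule: Compound–protein incubation for 5 h at 4 °C; detection: time-resolved FRET; read-out: percent inhibition; controls: biotin wells as high control, 0.6% DMSO wells as low control; format: 1536-well plates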
TWEAK Fn14 block – TWEAK-Fn14 signaling inhibition. TWEAK-stimulated Fn14 reporter cells, luciferase luminescence, 8 h. inhibition, % at 10 µM. 360,000 tested, 2% active; in the data active means inhibition above about 50%
KKLEB cytotox – CF airway cell cytotoxicity counter-screen; KKLEB CF airway cells viability, ATPlite luminescence, overnight; hits give low values; cells stimulated with P. aeruginosa culture filtrate; activity change (cytotoxicity), % at 5 µM; 360,000 tested, 0.36% active; AID 602141;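 active means corrected activity change at or below -50% at 5 µM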
aDG glyco act – increases alpha dystroglycan glycosylation. AID 624168. activation, % at 10 µM. Pro5-aDG cells, alpha-DG glycosylation AlphaScreen (IIH6); 0% Pro5, 100% B10-LARGE cell signal. 360,000 tested, 0.22% active;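 active means activation of at least 8% versus controls, or a plate z-score of at least 8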;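 further: Pro5 are CHO cells carrying HIG-tagged alpha-DG that lacks glycosylation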
Peg3 promoter – Peg3 promoter activity inhibition; 360,000 tested, 1.7% active; inhibition, % at 20 µM; HeLa PEG-Prom luciferase reporter, luminescence, overnight; AID 588405;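 active means inhibition of at least 50% at 20 µM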
Shn3 3UTR inh – Schnurri-3 reporter inhibition in Clone20 osteoblasts; Clone20 osteoblast Shn3 3'UTR firefly luciferase, 24 h; inhibition, % at 12.5 µM; 360,000 tested, 0.52% active;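 active means mean inhibition of at least 75% with every replicate also reaching 75%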;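 further: 0% = median of neutral control wells and 100% = pilot-screen positive control compound; some compounds past the cut are filed as inactive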
HIF-2a block – inhibitors of HIF-2a. 786-0 RCC cells HIF-2a reporter, luciferase luminescence, overnight. inhibition, % at 18.8 µM. AID 624352. 360,000 tested, 0.72% active;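 active means inhibition of the luminescence signal of 40% or more relative to plate controls, in a single-dose primary screen at 18.75 µM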
* = called active by the depositor; . = not tested or not shown.

SMILES	TRPM1 prom inh	NR2E3 ag-1	hiPSC survival	CF NFkB block	NR2E3 ag-2	TWEAK Fn14 block	KKLEB cytotox	aDG glyco act	Peg3 promoter	Shn3 3UTR inh	HIF-2a block
CCOC(=O)[C@@H]1[C@H]2COc3ccc(Br)cc3[C@@H]2N2C(=O)N(c3cccc(F)c3)C(=O)[C@@]12C	-2	-23	-0.4	6	-1	0	-1	0.0	0	59	-10
O=c1cc(CO)occ1OCc1cccc(F)c1	-10	-25	-1.4	-5	1	5	2	0.0	-12	-2	-6
Cc1nn(CCc2n[nH]c(=S)n2-c2ccc(F)cc2)c(C)c1[N+](=O)[O-]	7	-30	0.0	-2	4	1	2	-0.2	1	3	3
COc1ccc(NC(=S)N2CCC(NC(=O)c3ccc(F)cc3)CC2)cc1	4	3	-0.5	3	-1	11	7	0.1	15	-7	6
COc1cc(C2c3c(oc4c(C)cc(C)cc4c3=O)C(=O)N2Cc2cccnc2)ccc1O (centres undefined)	-8	-6	1.3	6	7	-29	-2	0.0	6	9	13
OC[C@@H]1CN(Cc2ccc(F)cc2)C[C@H](n2cnc3c(N4CCN(c5ccccc5)CC4)ncnc32)O1	.	-33	-1.8	-4	.	37	6	0.7	17	16	-12
Cc1ccsc1C(=O)N1CC(=O)Nc2ccccc21	-3	4	2.1	2	5	17	-6	0.0	6	3	13
CCC(c1nnnn1Cc1ccccc1)N1CCN(C(=O)c2ccco2)CC1 (centres undefined)	-1	-18	4.1	9	-1	3	1	0.3	-5	-4	16
NS(=O)(=O)c1ccc(NC(=O)Nc2ccc(S(N)(=O)=O)cc2)cc1	.	1	0.0	-12	3	16	-4	-0.2	1	-3	17
Cc1ccc(-c2cn(CCC(=O)O)c(-c3ccc(Cl)nc3)n2)cc1	-5	-20	-1.2	-9	-2	-10	-16	-0.1	10	-13	2
O=C(CSc1ccccc1)NC1=NCCS1	-6	-48	0.9	-12	0	1	-4	0.0	-20	-12	-59
O=C(CNC(=O)c1ccc(F)cc1)c1ccccc1	-56	-111	0.6	1	1	25	4	-0.1	-215	-96	-188
CNc1nc2c(-c3ccc(Cl)cc3)nnn2c2ccccc12	22	9	-0.7	-14	0	-11	-12	-0.1	25	-17	-11
Cc1ccc(S(=O)(=O)N2CCN=C2SC(C)c2ccccc2)cc1 (centres undefined)	-1	-35	0.9	20	-1	4	-4	-0.2	31	7	11
CCOc1ccccc1OCC(=O)NNC(=O)Cn1cnc2c1c(=O)n(C)c(=O)n2C	-4	-18	0.4	-20	3	-7	8	0.4	-2	7	25
CC(=O)OCC(=O)Nc1c(C)cc(C)cc1C	-5	12	0.2	15	3	-5	4	0.1	4	-2	22
O=C(CNS(=O)(=O)c1ccc(F)cc1)N1CCN(c2ccc(F)cc2)CC1	13	-14	0.3	-10	5	6	-1	-0.1	11	10	-17
COc1cc(CNC(C)(C)CO)cc(Br)c1OCc1ccc(Cl)cc1Cl	-14	16	-3.3	39	-1	-61	-42	-0.3	90*	-5	1
COc1ccc(OCC(=O)O/N=C(\N)c2ccc(OC)cc2)cc1	-3	-23	-0.8	-11	1	-17	-8	0.0	-20	-8	-76
Cc1c(Cl)cccc1NC(=S)N1CCc2ccccc2C1	9	21	-3.0	6	2	-3	3	1.4	-19	5	-55
Cc1nc2cc(C(=O)O)ccc2n1C1CCCCC1	10	-2	0.5	2	3	-2	-1	0.1	11	-7	-7
O=C(O)CCCNC(=O)Nc1ccccc1	11	-12	-1.0	-9	1	8	-6	-0.2	-5	9	-4
COc1ccccc1NC(=O)c1ccc(NC(=O)COC(=O)c2ccc(O)cc2)cc1	-12	-18	0.8	-1	0	-29	8	0.0	-17	5	-15
CCc1nc2c(cnn2-c2ccc(F)cc2)c(=O)n1-c1ccc(N2CCC(C)CC2)cc1	21	-22	1.0	14	2	65*	-11	0.1	24	75	10
O=C(CC(=O)Nc1ccc(F)cc1F)Nc1ccc(F)cc1F	.	-8	0.3	-5	0	-13	7	0.1	10	12	3
COC(=O)C1=C[C@@H](C(=O)OC)C2C3=C(C(=O)C24CCCCC4)[C@H](C)n2c(=O)n(-c4ccccc4)c(=O)n2[C@@H]3C1 (some centres undefined)	7	-13	3.8	-3	-1	7	15	-0.2	11	-5	7
COc1ccc(OC)c(S(=O)(=O)N2CCC(NC(=O)c3ccccc3)CC2)c1	-3	-5	0.7	1	-2	5	9	0.1	-4	-8	8
COc1ccc(C(=O)N2CCN(c3cnn(-c4ccccc4)c(=O)c3Cl)CC2)cc1	15	-25	0.1	-6	3	-4	4	0.8	5	5	25
CCOC(=O)C1CCCN(C(=O)COc2ccc(S(=O)(=O)N(CC)c3ccccc3)cc2)C1 (centres undefined)	-12	-3	0.1	-19	2	8	18	-0.2	-2	11	18
COc1ccccc1CN1CC(C(=O)NCCc2ccc(Cl)cc2)CC1=O (centres undefined)	3	-14	0.1	7	0	-9	-4	0.0	-2	-6	10
COc1cccc(OCc2cc(C(=O)N3CCN(C)C(c4ccccc4)C3)no2)c1 (centres undefined)	-47	-56	1.3	3	-2	-29	17	0.0	-127	-46	-148
Cc1ccnc(NS(=O)(=O)c2ccc(Oc3ccccc3)cc2)c1	3	34	-0.8	-6	1	0	2	0.0	13	17	17
CC(Cc1cccnc1)NC(=O)c1cc(COc2ccc(F)cc2F)on1 (centres undefined)	5	20	-0.6	1	2	-3	0	-0.1	-4	20	-2
COc1ccc(NC(=O)COc2ccccc2C#N)c(S(=O)(=O)N2CCCCC2)c1	-7	5	0.7	-11	1	-6	8	0.0	19	8	-5
O=C(Nc1ccccc1)C1=C(c2ccccc2)S(=O)(=O)CCS1(=O)=O	81*	8	-0.8	85*	.	88*	-83*	-1.0	109*	95*	72*
N#CCCN(Cc1ccccc1)C(=O)c1cccs1	2	-3	0.6	2	1	-6	-1	0.0	5	-4	12
O=C(/C=C\c1ccccc1)Oc1cccc2cccnc12	13	30	-1.8	3	0	-6	18	2.6	7	13	9
O=C1CCC(=O)N1Cc1c(Cl)cccc1Cl	-2	9	0.6	16	-1	-2	4	-0.2	10	12	7
COc1ccccc1CNC(=O)C1CCN(S(=O)(=O)c2cccc3cccnc23)CC1	29	18	-4.1	1	3	9	-1	1.0	-6	7	15
Cc1nc(NC(=O)c2ccccc2)sc1-c1cc(C(=O)N2CCOCC2)nn1Cc1ccccc1	.	-23	2.4	9	.	6	-16	0.4	3	10	-1
CS(=O)(=O)N(CC(=O)NCc1ccccc1)C1CCCCC1	0	-19	-3.0	1	0	-32	-2	-0.2	13	-11	6
CN(C)C(=O)C1C2NC(=S)N(c3cccc(Cl)c3)C1(C)Oc1ccc(Cl)cc12 (centres undefined)	-2	8	-0.3	-14	3	12	-3	-0.1	31	0	18
COC(=O)c1ccc(Nc2c([N+](=O)[O-])ccc3nonc23)cc1	1	-11	0.2	15	-2	-8	10	0.2	-3	2	28
c1ccc(CNCc2ccco2)cc1	-4	-9	-0.4	-12	2	-1	-6	0.1	6	-7	9
Cc1cccc(NC(=O)c2ccc3c(c2)CCN3S(C)(=O)=O)c1	-53	-33	-0.6	-22	.	-29	3	-0.2	-173	-34	-222
CCNC(=O)/C(C#N)=C/c1c(N2CCN(c3ccccc3)CC2)nc2c(C)cccn2c1=O	17	-6	-0.1	12	0	4	2	-0.1	24	2	12
C/C=C/c1ccc(OCC(=O)N(CCOC)c2c(N)n(CCCC)c(=O)[nH]c2=O)c(OC)c1	-5	-12	-0.4	7	2	-14	0	0.4	2	2	11
COc1cc(/C=C/C(=O)O)ccc1OCc1ccccc1C#N	2	13	-1.0	4	0	-6	6	-0.2	14	18	16
Cc1ccc(CN2C(=O)c3ccccc3NC2c2ccccn2)cc1 (centres undefined)	-13	-18	-1.0	2	2	-10	-10	-0.2	-15	5	-3
Cc1ccc2nc(-c3ccccc3)cc(C(=O)N3CCN(c4ccccc4O)CC3)c2c1	-16	-33	1.2	23	2	22	3	-0.5	-6	4	-50
O=C(CS(=O)c1ccc(C(F)(F)F)cc1[N+](=O)[O-])Oc1ccc(Cl)cc1 (centres undefined)	34	5	2.1	48	2	-13	-29	-0.2	35	15	13
CN1C2CCC1CC(N(CCc1ccccc1)C(=O)c1ccc(Cl)cc1)C2 (centres undefined)	-26	7	-0.5	0	3	-8	-7	0.0	-13	6	-2
CC(C)CCNC(=O)NC(=O)CSc1nnc(COc2ccccc2Cl)o1	-1	8	-1.6	3	1	-6	5	-0.2	8	6	9
CSc1nc2ccc(Cl)cc2[nH]1	0	-12	-2.5	14	-2	4	-8	0.3	-14	-2	-36
Cc1ccc(NC(=O)CSc2ncn(-c3ccccc3)n2)cc1C	1	-8	-1.4	-6	2	-16	5	0.3	15	1	9
CCc1cc(C(=O)N2CCN(C(=O)c3ccccc3)CC2)sc1C	0	22	-0.5	28	.	3	-7	0.4	9	13	6
CN1/C(=C\C(=O)COC(=O)CNC(=O)c2ccccc2F)C(C)(C)c2ccccc21	-3	-12	0.9	-13	4	-3	9	-0.5	7	26	11
Cc1cccc(NC(=S)N(CCCN2CCOCC2)Cc2ccco2)c1	13	-28	-0.3	2	1	37	18	0.0	-10	8	3
C#CCOCCOCCOCCNc1nc(N2CCN(C(=O)[C@H]([C@@H](C)CC)n3cc(CCCN=C(N)N)nn3)CC2)nc(N2CCN(C(=O)[C@H](Cc3ccc(O)cc3)n3cc(CCO)nn3)CC2)n1	-12	-2	-0.7	7	2	10	-12	0.1	24	-7	8
COc1cc(C2c3[nH]c4ccccc4c3CC3COC(=O)N32)cc(OC)c1O (centres undefined)	8	-25	-2.1	36	.	28	-25	-0.1	-14	2	12
CS(=O)(=O)c1ccc(Cl)c(NC(=O)C2CC(=O)N(Cc3ccccc3)C2)c1 (centres undefined)	10	-27	3.4	-7	0	7	8	0.2	2	2	16
O=C1[C@@H]2C(c3cccnc3)=NO[C@@H]2C(=O)N1c1ccc(Cl)cc1Cl	18	4	-0.4	-5	3	9	1	-0.1	3	7	9

Part of the list above, with two lines to a compound.
The line under a structure holds: TRPM1 prom inh, NR2E3 ag-1, hiPSC survival, CF NFkB block, NR2E3 ag-2, TWEAK Fn14 block, KKLEB cytotox, aDG glyco act, Peg3 promoter, Shn3 3UTR inh, HIF-2a block
- O=C(CC(=O)Nc1ccc(F)cc1F)Nc1ccc(F)cc1F
  ., -8, 0.3, -5, 0, -13, 7, 0.1, 10, 12, 3
- COC(=O)C1=C[C@@H](C(=O)OC)C2C3=C(C(=O)C24CCCCC4)[C@H](C)n2c(=O)n(-c4ccccc4)c(=O)n2[C@@H]3C1 (some centres undefined)
  7, -13, 3.8, -3, -1, 7, 15, -0.2, 11, -5, 7
- COc1ccc(OC)c(S(=O)(=O)N2CCC(NC(=O)c3ccccc3)CC2)c1
  -3, -5, 0.7, 1, -2, 5, 9, 0.1, -4, -8, 8

Screening results deposited in PubChem BioAssay by several laboratories.
